Screening results as filed in PubChem BioAssay.
mIAP block: inhibitors of mouse IAP, primary screen, biochemical, luminescence, uHTS | intestinal alkaline phosphatase [Mus musculus] | purified mouse IAP, CDP-Star luminescence, 30 min | inhibition, % at 10 µM | 330,000 tested, 0.2% active | AID 2806, 2010;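 active = inhibition of at least 40% at 10 µM in the primary screen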;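 also: plate controls were DMSO with enzyme for no effect and no enzyme wells for full effect; values of inactives mirror those of a sister screen read the other way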
A3A deaminase: APOBEC3A ssDNA deaminase inhibitors, primary screen, selectivity assay for APOBEC3G inhibitor project, biochemical, FAM/TAMRA oligo cleavage fluorescence | AID 493011, 2011 | 330,000 tested, 0.41% active | recombinant A3A, FAM/TAMRA ssDNA deamination fluorescence | inhibition, % at 20 µM | DNA dC->dU-editing enzyme APOBEC-3A (Homo sapiens), P31941;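 active = at least 40% inhibition at 20 µM here, with at most 30% in a related deaminase screen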;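 also: plate controls were A3A with DMSO for no effect and wells lacking A3A enzyme for full effect; some results filed as inactive read as strong as hits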
Target sequence (P31941 whole entry, looked up): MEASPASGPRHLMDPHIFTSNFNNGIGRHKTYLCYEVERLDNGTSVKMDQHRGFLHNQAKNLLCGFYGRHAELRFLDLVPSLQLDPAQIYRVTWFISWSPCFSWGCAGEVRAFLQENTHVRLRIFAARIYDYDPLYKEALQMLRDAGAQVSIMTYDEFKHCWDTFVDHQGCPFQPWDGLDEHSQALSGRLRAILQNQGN
hIAP inh: human IAP inhibitors, primary screen, biochemical, luminescence, uHTS; Intestinal-type alkaline phosphatase (Homo sapiens), P09923; purified IAP, CDP-Star luminescence, 30 min; inhibition, % at 10 µM; 330,000 tested, 0.12% active;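 active = inhibition reaching a set limit with compound at 10 µM in the primary screen, cut at about 35% in these data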;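 also: plate controls were DMSO wells with enzyme for no effect and no-enzyme buffer wells for full effect; values of inactives mirror those of a sister screen read the other way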
Target sequence (P09923 whole entry, looked up): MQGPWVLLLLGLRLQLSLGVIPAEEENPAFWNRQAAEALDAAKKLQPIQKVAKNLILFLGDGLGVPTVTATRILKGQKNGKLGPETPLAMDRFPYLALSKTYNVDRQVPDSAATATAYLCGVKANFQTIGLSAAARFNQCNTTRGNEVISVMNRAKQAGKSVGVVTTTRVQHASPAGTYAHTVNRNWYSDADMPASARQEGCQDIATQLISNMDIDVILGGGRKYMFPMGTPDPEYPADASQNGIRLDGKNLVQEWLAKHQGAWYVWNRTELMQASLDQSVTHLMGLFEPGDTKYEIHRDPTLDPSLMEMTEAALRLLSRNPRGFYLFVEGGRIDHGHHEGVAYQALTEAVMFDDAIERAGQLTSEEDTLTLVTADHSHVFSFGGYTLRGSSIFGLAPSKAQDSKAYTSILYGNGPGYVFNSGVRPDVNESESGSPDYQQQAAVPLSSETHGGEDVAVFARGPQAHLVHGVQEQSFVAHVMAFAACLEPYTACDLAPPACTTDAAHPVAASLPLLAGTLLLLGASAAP
beta cell repl: inducers of MIN6 beta-cell proliferation, primary screen, ATP luminescence, uHTS; MIN6 cells proliferation, ATPlite luminescence, 48 h; cells starved in 0.2% serum; 100% = growth in 10% serum; proliferation, % at 10 µM; 330,000 tested, 0.29% active; AID 2380, 2010;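 active = compounds whose signal lies at least 3.5 SD above the mean of all wells on their plate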;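 also: 0% = DMSO-treated cells in low-serum medium and 100% = 10% serum control; some compounds called inactive have numbers as strong as hits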
APOBEC3G inh: APOBEC3G DNA deaminase inhibitors, primary screen, biochemical, fluorescence, single-stranded DNA substrate, uHTS; DNA dC->dU-editing enzyme APOBEC-3G (Homo sapiens), Q9HC16; recombinant A3G, ssDNA deamination FAM/TAMRA fluorescence; inhibition, % at 20 µM; 330,000 tested, 0.28% active; AID 493012, 2011;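 active = inhibition of at least 40% at 20 µM, with no more than 30% in the related APOBEC3A deaminase screen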;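 also: plate controls were DMSO wells with A3G for no effect and wells lacking A3G enzyme for full effect; some compounds called inactive have numbers as strong as hits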
mIAP activ: activators of mouse IAP, primary screen, biochemical, luminescence, uHTS | muIAP, CDP-Star luminescence, 30 min; active compounds read high; 1 = vehicle-only enzyme signal, 0 = enzyme-free wells | 330,000 tested, 0.24% active | AID 2805, 2010 | activation factor at 10 µM | intestinal alkaline phosphatase [Mus musculus];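 active = activation factor of at least 2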; also: the source names both 10 and 20 µM as test concentration; values of inactives mirror those of a sister screen read the other way
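Assay system: mouse IAP enzyme; reagent: chemiluminescent substrate CDP-Star; dosing: test compounds delivered from DMSO solution; schedule: 30 min at room temperature; measured by: luminescence from enzymatic CDP-Star hydrolysis; controls: DMSO-only wells and no-enzyme negative control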
MPTP inh: mitochondrial permeability transition pore inhibitors, primary screen, biochemical, isolated mouse mitochondria, absorbance. Ca2+ swelling absorbance, 30 min. inhibition, % at 10 µM. 360,000 tested, 1.4% active. AID 602449, 2012;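 active = inhibition of 50% or more, scaled per plate between neutral and stimulator controls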;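 also: 0% = DMSO wells given calcium and 100% = 1 mM EGTA wells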
hIAP activ: human IAP activators, primary screen, biochemical, luminescence, uHTS; Intestinal-type alkaline phosphatase (Homo sapiens), P09923; purified human IAP, CDP-Star luminescence, 30 min; active compounds read high; 1 = vehicle-only enzyme, 0 = enzyme-free background; activation factor at 10 µM; 330,000 tested, 0.16% active; AID 2524, 2010;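 active = activation factor of the enzyme at least 2-fold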; also: the source names both 10 and 20 µM as test concentration; values of inactives mirror those of a sister screen read the other way
ATG4B inhibitor: ATG4B protease inhibitors, primary screen, biochemical, fluorescence, uHTS. Cysteine protease ATG4B (Homo sapiens), Q9Y4P1. ATG4B cleavage of LC3-PLA2, NBD-HPC fluorescence, 1 h. inhibition, % at 8.33 µM. 340,000 tested, 0.51% active. AID 504462, 2011; in the data active = inhibition above about 40%
An asterisk follows results filed as active.

For CC(C)(O)CCc1c(-c2ccc(O)cc2O)oc2c3c(cc(O)c2c1=O)OC(C)(C)C=C3 the results were mIAP block 13, A3A deaminase 10, hIAP inh -11, beta cell repl -5, APOBEC3G inh 1, mIAP activ 0.87, MPTP inh 3.6, hIAP activ 1.1 and ATG4B inhibitor -4.
Screening CCS(=O)c1ccccc1C(=O)O (centres undefined) returned mIAP block 3, A3A deaminase 2, hIAP inh -9, beta cell repl -3, APOBEC3G inh -1, mIAP activ 0.97, MPTP inh 0.3, hIAP activ 1.1 and ATG4B inhibitor -2.
For C=C(C)C1CC=C(C)/C(=N/NC(=O)c2ccccc2[N+](=O)[O-])C1 (centres undefined) the results were mIAP block 8, A3A deaminase 1, hIAP inh -2, beta cell repl -2, APOBEC3G inh -3, mIAP activ 0.92, MPTP inh 1.0, hIAP activ 1 and ATG4B inhibitor -10.
For CCC(C)NC(=O)C1CCCN1S(=O)(=O)c1ccc(Cl)cc1 (centres undefined) the results were mIAP block -1, A3A deaminase 3, hIAP inh -13, beta cell repl 1, APOBEC3G inh -3, mIAP activ 1, MPTP inh -0.2, hIAP activ 1.1 and ATG4B inhibitor -9.
CSc1nc(-c2ccco2)cc(-c2ccccc2)c1C#N was read as mIAP block 3, A3A deaminase -1, hIAP inh 6, beta cell repl -1, APOBEC3G inh -3, mIAP activ 0.97, MPTP inh 1.3, hIAP activ 0.94 and ATG4B inhibitor -3.
Screening COc1ccc(S(=O)(=O)NCc2ccco2)cc1NC(=O)c1ccccc1 returned mIAP block -10, A3A deaminase 8, hIAP inh 11, beta cell repl 3, APOBEC3G inh -3, mIAP activ 1.1, MPTP inh -1.9, hIAP activ 0.89 and ATG4B inhibitor -3.
For CCCCn1c(=O)[nH]c(=O)c2c1nc(-c1ccc(-c3ccccc3)cc1)n2C the results were mIAP block 4, A3A deaminase -1, hIAP inh 6, beta cell repl 0, APOBEC3G inh -2, mIAP activ 0.96, MPTP inh 0.6, hIAP activ 0.94 and ATG4B inhibitor -2.
Screening CN(C)/C=C/C(=O)c1cccc([N+](=O)[O-])c1 returned mIAP block 3, A3A deaminase -7, hIAP inh 13, beta cell repl -1, APOBEC3G inh -8, mIAP activ 0.97, MPTP inh -0.7, hIAP activ 0.87 and ATG4B inhibitor 1.
`Cc1onc(-c2c(F)cccc2Cl)c1C(=O)OCn1nnc2ccccc2c1=O` gave mIAP block -5, A3A deaminase -3, hIAP inh -6, beta cell repl -3, APOBEC3G inh -3, mIAP activ 1.1, MPTP inh 1.2, hIAP activ 1.1 and ATG4B inhibitor 5.
For CCOC(=O)c1cccc(NC(=O)CSc2nnc(-c3cccnc3)n2C)c1 the results were mIAP block -9, A3A deaminase -3, hIAP inh -16, beta cell repl -4, APOBEC3G inh -6, mIAP activ 1.1, MPTP inh -0.4, hIAP activ 1.2 and ATG4B inhibitor -9.
`Cn1nc(C(=O)Nc2sc3c(c2C#N)CCCC3)ccc1=O` gave mIAP block 7, A3A deaminase 0, hIAP inh -12, beta cell repl -3, APOBEC3G inh -5, mIAP activ 0.93, MPTP inh -0.3, hIAP activ 1.1 and ATG4B inhibitor -3.
Screening CCCCCCNc1nc(Cl)nc(NC(C)(C)CO)n1 returned mIAP block -3, A3A deaminase -4, hIAP inh -2, beta cell repl 3, APOBEC3G inh -5, mIAP activ 1, MPTP inh -0.1, hIAP activ 1 and ATG4B inhibitor 7.
`Cc1ccccc1C(=O)Nc1ccnn1C1CCN(Cc2cnn(C)c2)CC1` gave mIAP block 2, A3A deaminase -1, hIAP inh 9, beta cell repl -3, APOBEC3G inh 0, mIAP activ 0.98, MPTP inh -0.8, hIAP activ 0.91 and ATG4B inhibitor 0.
`OCc1cn(-c2ccccc2)nc1-c1ccc(Br)cc1` gave mIAP block 1, A3A deaminase -7, hIAP inh 4, beta cell repl 0, APOBEC3G inh -12, mIAP activ 0.99, MPTP inh 0.9, hIAP activ 0.96 and ATG4B inhibitor 0.
O=C(COc1ccc(Br)cc1)N1CCOCC1 was read as mIAP block -8, A3A deaminase -4, hIAP inh -9, beta cell repl -3, APOBEC3G inh -2, mIAP activ 1.1, MPTP inh 2.4, hIAP activ 1.1 and ATG4B inhibitor -11.
Screening CN/C(=C\[N+](=O)[O-])NCCSCc1ccc(CN(C)C)o1 returned mIAP block -1, A3A deaminase 3, hIAP inh 6, beta cell repl 0, APOBEC3G inh -3, mIAP activ 1, hIAP activ 0.94 and ATG4B inhibitor -6.
`O=C(NCCc1ccc(Cl)cc1)C1CCN(S(=O)(=O)N2CCCCC2)CC1` gave mIAP block 5, A3A deaminase 1, hIAP inh 11, beta cell repl -3, APOBEC3G inh -7, mIAP activ 0.95, MPTP inh 0.1, hIAP activ 0.89 and ATG4B inhibitor 5.
Screening C/C(=N/NC(=O)C(C)n1nc(C)c([N+](=O)[O-])c1C)c1ccc(OCC(N)=O)cc1 (centres undefined) returned mIAP block -4, A3A deaminase 0, hIAP inh -10, beta cell repl -3, APOBEC3G inh -9, mIAP activ 1, MPTP inh 2.0, hIAP activ 1.1 and ATG4B inhibitor -7.
`C=CCn1c(SCC(=O)N(C)C2CCCCC2)nnc1C1CC1` gave mIAP block 9, A3A deaminase 1, hIAP inh 21, beta cell repl -1, APOBEC3G inh 1, mIAP activ 0.91, MPTP inh -3.4, hIAP activ 0.79 and ATG4B inhibitor -6.
For O=C(N/C(=C/c1ccccc1Cl)C(=O)N1CCOCC1)c1ccccc1 the results were mIAP block 5, A3A deaminase -2, hIAP inh 5, beta cell repl -2, APOBEC3G inh -5, mIAP activ 0.95, MPTP inh -4.0, hIAP activ 0.95 and ATG4B inhibitor -10.
Screening Cn1c(=N)n(CC(=O)c2ccc(Br)s2)c2ccccc21 returned mIAP block -6, A3A deaminase -1, hIAP inh 8, beta cell repl 0, APOBEC3G inh -4, mIAP activ 1.1, MPTP inh 11, hIAP activ 0.92 and ATG4B inhibitor 9.
Screening Cc1ccc(S(=O)(=O)N2CCOCC2)cc1NC(=O)CN1C(=O)NC2(CCCC2)C1=O returned mIAP block 4, A3A deaminase -1, hIAP inh -25, beta cell repl -4, APOBEC3G inh -3, mIAP activ 0.96, MPTP inh -0.9, hIAP activ 1.2 and ATG4B inhibitor -4.
COc1ccc(NC2=C(C(C)=O)C(c3ccccc3)C(C(C)=O)C(C)(O)C2)cc1 (centres undefined) was read as mIAP block 1, A3A deaminase -4, hIAP inh 13, beta cell repl -1, APOBEC3G inh -7, mIAP activ 0.99, MPTP inh 2.8, hIAP activ 0.87 and ATG4B inhibitor -7.
`COc1cc2c(cc1OC)C1=CC(=O)C(=O)N1C(C)(C)C2` gave mIAP block 1, A3A deaminase -1, hIAP inh 6, beta cell repl 6, APOBEC3G inh -2, mIAP activ 0.99, MPTP inh 1.4, hIAP activ 0.94 and ATG4B inhibitor -2.
Cc1cccc(C(=O)NC2CCN(CC(=O)NCc3ccccc3F)CC2)c1 was read as mIAP block 6, A3A deaminase 0, hIAP inh -17, beta cell repl -1, APOBEC3G inh -6, mIAP activ 0.94, MPTP inh -1.6, hIAP activ 1.2 and ATG4B inhibitor 10.
Cc1ccn2cc(-c3cccc(NC(=O)c4ccccc4)c3)nc2c1 was read as mIAP block -9, A3A deaminase -2, hIAP inh 1, beta cell repl -2, APOBEC3G inh -5, mIAP activ 1.1, MPTP inh -2.3, hIAP activ 0.99 and ATG4B inhibitor 10.
`O=C(CN(C(=O)CNC(=O)c1ccco1)c1ccc2c(c1)OCCO2)NC1CCCC1` gave mIAP block 3, A3A deaminase 0, hIAP inh 14, beta cell repl -2, APOBEC3G inh 1, mIAP activ 0.97, MPTP inh 2.1, hIAP activ 0.86 and ATG4B inhibitor -8.
O=C1OC(c2ccccc2)C2(CCCC2)C(=O)C12CCCC2 (centres undefined) was read as mIAP block -7, A3A deaminase -1, hIAP inh -3, beta cell repl -3, APOBEC3G inh 0, mIAP activ 1.1, MPTP inh 0.7, hIAP activ 1 and ATG4B inhibitor 0.
Cc1nc2sccn2c(=O)c1S(=O)(=O)NCCc1ccccc1 was read as mIAP block -1, A3A deaminase -3, hIAP inh 7, beta cell repl -2, APOBEC3G inh -4, mIAP activ 1, MPTP inh -0.7, hIAP activ 0.93 and ATG4B inhibitor -9.
O=C1OCCC1Sc1nnc(-c2ccc(F)cc2)n1Cc1ccccc1 (centres undefined) was read as mIAP block -1, A3A deaminase 4, hIAP inh 9, beta cell repl -2, APOBEC3G inh -3, mIAP activ 1, MPTP inh 1.9, hIAP activ 0.91 and ATG4B inhibitor -9.
For O=C(NCC1CCCO1)/C(=C/c1ccccc1F)NC(=O)c1ccccc1 (centres undefined) the results were mIAP block 4, A3A deaminase -3, hIAP inh 1, beta cell repl -6, APOBEC3G inh -9, mIAP activ 0.96, MPTP inh -0.8, hIAP activ 0.99 and ATG4B inhibitor -2.
For Cc1ccc(OCC(=O)NCCCNC(=O)c2ccco2)cc1 the results were mIAP block 7, A3A deaminase -1, hIAP inh -21, beta cell repl 0, APOBEC3G inh -6, mIAP activ 0.93, MPTP inh -0.6, hIAP activ 1.2 and ATG4B inhibitor -17.
For COc1ccc(C(=O)CSc2nccn2C)c(OC)c1 the results were mIAP block 6, A3A deaminase -2, hIAP inh 5, beta cell repl 1, APOBEC3G inh -4, mIAP activ 0.94, MPTP inh -1.4, hIAP activ 0.95 and ATG4B inhibitor -5.
CCOc1ccc(-n2ccnc2SCC(=O)Nc2nnc(CC)s2)cc1 was read as mIAP block 7, A3A deaminase -6, hIAP inh 5, beta cell repl -1, APOBEC3G inh -6, mIAP activ 0.93, MPTP inh 0.7, hIAP activ 0.95 and ATG4B inhibitor -7.
For Cc1ccccc1CC(=O)Nc1sc(C(C)C)cc1C(=O)N1CCOCC1 the results were mIAP block 5, A3A deaminase -2, hIAP inh -7, beta cell repl -2, APOBEC3G inh -8, mIAP activ 0.95, MPTP inh 0.2, hIAP activ 1.1 and ATG4B inhibitor -5.
`O=C(NCCc1c[nH]c2ccccc12)c1ccc(Br)o1` gave mIAP block -1, A3A deaminase -6, hIAP inh 8, beta cell repl 2, APOBEC3G inh -6, mIAP activ 1, MPTP inh 0.0, hIAP activ 0.92 and ATG4B inhibitor -9.
Screening O=C(c1cccc2c1-c1ccccc1C2)N1CCCCC1 returned mIAP block 0, A3A deaminase 0, hIAP inh 6, beta cell repl -1, APOBEC3G inh -2, mIAP activ 1, MPTP inh 2.7, hIAP activ 0.94 and ATG4B inhibitor 2.
